TRPML3 ag: human mucolipin-3 channel agonism. activation, % at 3 µM. 220,000 compounds, 0.29% hits. HEK293 TRPML3-YFP, Fluo-8 calcium fluorescence; 100% = the carbachol control signal. Q8TDD5;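 active = activation above its plate's cutoff, the mean activation of the plate's test wells plus 3 SD, cut at about 12% in these data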;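 also: 0% = DMSO only wells and 100% = carbachol wells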
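Test system – HEK293 line with stable expression of human TRPML3-YFP channel · Control set – carbachol 87 µM final as high control (100%), DMSO as low control (0%) · Signal – Fluo-8 calcium dye fluorescence, ex 470-495, em 515-575 nm · Incubation – 1-h 37 °C dye load, 5-s basal, 120-s post-compound reads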
CHOP inh: blocks CHOP induction under ER stress; CHO-K1 CHOP-promoter luciferase, tunicamycin-induced, 15-18 h; inhibition, % at 10 µM; 220,000 compounds, 3.8% hits; AID 2732;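 active = compounds that reduced the stress-induced luciferase reporter signal by more than about 70% of percent inhibition, limit read from the data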;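 also: 0% = tunicamycin plus vehicle and 100% = wells without tunicamycin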
zfTRPN1 agonist: zebrafish TRPN1 (NompC) channel agonism | activation, % at 3 µM | HEK293 zebrafish TRPN1-YFP, Fluo-8 calcium fluorescence; 100% = response to 87 µM carbachol | 220,000 compounds, 0.18% hits;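 active = activation above its plate's cutoff, the mean activation of test wells on that plate plus 3 SD, cut at about 19% in these data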;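 also: 0% = DMSO alone and 100% = 87 µM carbachol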
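Assay system: Zebrafish TRPN1-YFP in HEK293 cells | Incubation: Dye loading 1 h at 37 °C, then 30 min room temperature | Measured by: Kinetic Fluo-8 fluorescence, ex 470-495, em 515-575 nm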
S1P4 antagonist: antagonists of human S1P4 receptor | 220,000 compounds, 0.26% hits | O95977 | inhibition, % at 4.98 µM | S1P4-expressing cells, antagonist mode, reporter read-out; in the data active = inhibition above about 29%;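 also: 0% = wells stimulated with agonist and 100% = vehicle wells without agonist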
Target sequence (O95977 whole entry, looked up): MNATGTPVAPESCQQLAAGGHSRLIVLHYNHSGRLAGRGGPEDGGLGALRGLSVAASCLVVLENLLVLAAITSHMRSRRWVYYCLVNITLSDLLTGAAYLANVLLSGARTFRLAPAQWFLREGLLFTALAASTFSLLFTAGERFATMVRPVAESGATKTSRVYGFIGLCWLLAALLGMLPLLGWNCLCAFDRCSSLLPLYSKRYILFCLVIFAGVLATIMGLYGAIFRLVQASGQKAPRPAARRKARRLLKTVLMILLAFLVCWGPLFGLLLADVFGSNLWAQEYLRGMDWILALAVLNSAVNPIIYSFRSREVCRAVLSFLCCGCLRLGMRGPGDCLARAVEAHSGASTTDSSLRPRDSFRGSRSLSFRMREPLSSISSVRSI
NPY2 pot ag: human NPY-Y2 potentiation or agonism, primary screen. cells expressing NPY-Y2, potentiator/agonist read-out. activation, % at 3.6 µM. 220,000 compounds, 0.45% hits. AID 1359; in the data active = activation above about 27%;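 also: cells stimulated with NPY near EC25 plus isoproterenol at EC100; 0% = vehicle plus submaximal agonist and 100% = vehicle plus saturating agonist; some results beyond the cut were filed as inactive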
S1P4 ag: human S1P4 receptor agonism | 220,000 compounds, 0.35% hits | activation, % at 4.98 µM | S1P4-expressing cell line, agonist reporter assay; in the data active = activation above about 11%;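 also: 0% = DMSO vehicle and 100% = reference agonist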
NPY1 pot ag: human NPY-Y1 potentiation or agonism, primary screen; 220,000 compounds, 0.37% hits; P25929; NPY-Y1 expressing cells, potentiator/agonist activation; activation, % at 3.6 µM; AID 1304; in the data active = activation above about 33%, passing the limit was not always enough;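 also: cells stimulated with NPY at EC10 then isoproterenol at EC100; 0% = low agonist plus stimulus and 100% = saturating agonist plus stimulus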
Target sequence (P25929 whole entry, looked up): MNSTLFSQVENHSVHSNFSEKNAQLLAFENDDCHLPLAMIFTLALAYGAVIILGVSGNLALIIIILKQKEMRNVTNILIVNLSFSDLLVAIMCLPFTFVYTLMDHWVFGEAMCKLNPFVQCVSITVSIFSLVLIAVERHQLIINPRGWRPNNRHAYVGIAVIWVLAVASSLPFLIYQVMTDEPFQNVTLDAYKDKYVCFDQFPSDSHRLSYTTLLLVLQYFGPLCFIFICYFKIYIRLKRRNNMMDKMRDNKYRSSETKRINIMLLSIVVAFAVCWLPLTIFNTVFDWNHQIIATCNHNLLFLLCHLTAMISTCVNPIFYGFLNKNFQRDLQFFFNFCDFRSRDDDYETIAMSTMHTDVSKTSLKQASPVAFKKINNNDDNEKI
EP2 mod: EP2 receptor (human) modulation. P43116. EP2-expressing cells, cAMP HTRF FRET, PGE2 co-stimulation. induction, % at 25 µM. 260,000 compounds, 0.83% hits. AID 940;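 active = compounds whose cAMP rise, as percent of the full-agonist control response, exceeds 60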;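 also: rat C6 glioma line stably carrying human EP2 under a CMV promoter; the protocol text gives 20 µM as final concentration; 100% = response of wells given 1 µM PGE2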
NPY-Y1 antag: NPY-Y1 (human) receptor antagonism; P25929; HEK293-CNG Y1 cells, membrane potential fluorescence; NPY at EC95, then isoproterenol; inhibition, % at 3.6 µM; 200,000 compounds, 1% hits; AID 1040;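 active = inhibition above the campaign mean inhibition of all tested compounds plus 3 SD, cut at about 20% in these data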;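 also: 0% = DMSO wells given NPY plus isoproterenol and 100% = isoproterenol alone without NPY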
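Material: HEK293 cells co-expressing NPY Y1 receptor and cyclic-nucleotide gated channel. Timing: compound incubation 1 h at room temperature, readout 45 min post-stimulation. Signal: fluorescence, membrane potential probe.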
Numbers without * were called inactive; . = not tested or not shown; & = joins results of further samples.

item	mol	TRPML3 ag	CHOP inh	zfTRPN1 agonist	S1P4 antagonist	NPY2 pot ag	S1P4 ag	NPY1 pot ag	EP2 mod	NPY-Y1 antag
1	Cc1nc(N2CCCCC2)sc1C=O	-0.6	10	-1.8	3	3	-0.6	24	8	3
2	CCCC(O)(CCC)C(=O)NN(C(=O)CCl)c1cccc(C)c1	0.1	-71	-0.6	3	-8	-0.8	-24	12	10
3	Cc1cccc(NC(=O)CCC(=O)N/N=C/c2ccco2)c1	0.4	-9	-0.2	-14	2	0.0	-7	-6	3
4	COC(=O)c1scc(C)c1NC(=O)C1CCCCC1	0.4	-8	-1.1	-8	6	-1.0	-6	-10	-1
5	COc1cccc(CC2(CO)CCCN(Cc3nc(-c4cccs4)oc3C)C2)c1 (stereo not given)	-0.7	-7	-0.7	-3	-25	-1.0	-4	-19	7
6	Cn1nc(C(F)(F)F)c(-c2ccc(F)cc2)c1NC(=O)c1cccnc1	0.9	5	1.4	9	-10	0.1	-6	34	.
7	CC(=O)Nc1ccc(S(=O)(=O)N(C)CC(=O)OCC(=O)N2CCc3ccccc32)cc1	0.0	51	-1.3	-12	-11	-2.3	-13	10	1
8	COC(=O)NCC(c1cccnc1)N1CCN(c2ccccc2)CC1 (stereo not given)	0.5	15	0.9	-4	-2	-0.5	10	30	-2
9	COc1cccc(Nc2ccccc2C(=O)O)c1	0.7	0	1.5	14	-19	-0.8	-32	2	18
10	O=C1COc2ccc(C(=O)C[n+]3cccc(O)c3)cc2N1	0.1	12	-1.1	4	4	1.4	6	-15	.
11	N#Cc1c(C(F)(F)F)cc(C2CC2)nc1N1CCCC1	-0.2	83*	0.1	-2	-4	-1.0	-7	11	7
12	Cc1cc(=O)cc(C)n1-c1ccccc1N1CCOCC1	0.5	8	1.6	-7	-2	0.9	21	14	0
13	C#CC(CC)(CC)NC(=O)Nc1ccccc1C(=O)OC	-0.8	7	-1.1	-6	17	1.9	11	14	0
14	N=C1C(c2nc3ccccc3s2)=C(O)CN1Cc1ccco1	-0.1	-1	-1.8	-3	-8	1.0	-12	-52	6
15	CCCCOC(=O)Nc1ccc(C)c(Cl)c1	-0.1	43	-0.7	-15	3	0.5	-6	-44	5
16	Cc1ccnc(NC(=O)CCCc2ccccc2)c1	-0.1	-21	0.8	0	-3	-1.1	-6	0	7
17	CCOC(=O)COc1ccc(S(=O)(=O)NCc2cccnc2)cc1	1.2	7	1.0	-10	12	1.7	6	4	-6
18	NNC(=S)NC1CCCCC1	0.7	2	2.1	-3	-7	1.8	4	27	-1
19	C=CCSc1nnc2n(-c3ccccc3OC)c(=O)c3c4c(sc3n12)CCC4	0.4	1	-0.5	-20	-4	-1.1	-1	7	1
20	CCN(CC)S(=O)(=O)c1ccc(N2CCCC2)c(NC(=O)Cc2ccccc2)c1	0.4	7	-2.7	-17	-15	-0.2	20	-8	.
21	COc1cc(OC)c(OC)cc1CN1CCCC(C(=O)c2sccc2C)C1 (stereo not given)	-0.4	26	-1.4	-10	-32	-0.6	12	10	.
22	CCOC(=O)C1C2C=CC3(CN(CCc4ccccc4)C(=O)C13)O2 (stereo not given)	-0.9	11	0.6	-6	5	1.3	-13	25&5	-2
23	C#CCSc1nc(N)c2c(n1)OC(N)=C(C#N)C2c1cccnc1 (stereo not given)	0.1	-28	0.9	-11	58*	1.0	4	-13	-4
24	CCOC(=O)CC(Nc1nc(N2CCOCC2)nc(N2CCOCC2)n1)c1ccccc1Cl (stereo not given)	-1.5	41	-1.6	2	12	1.4	-2	18	-5
25	O=C1c2ccccc2C(=O)N1CCCP(=O)(O)CCc1ccccc1	0.2	8	0.8	-4	-15	1.1	-17	21	13

Sorted by value in S1P4 antagonist (largest number first): 3 of the compounds above
item | smiles | S1P4 antagonist
9 | COc1cccc(Nc2ccccc2C(=O)O)c1 | 14
16 | Cc1ccnc(NC(=O)CCCc2ccccc2)c1 | 0
15 | CCCCOC(=O)Nc1ccc(C)c(Cl)c1 | -15

(next part)
item	mol	TRPML3 ag	CHOP inh	zfTRPN1 agonist	S1P4 antagonist	NPY2 pot ag	S1P4 ag	NPY1 pot ag	EP2 mod	NPY-Y1 antag
26	C=CCNC(=O)c1snnc1-c1ccccc1	-0.3	3	0.4	8	5	0.1	2	27	-1
27	COc1cc2ccccc2cc1C(=O)NC(=S)Nc1cc(C(=O)O)ccc1C	0.9	33	-0.6	-22	-20	0.8	-2	100*	5
28	CCn1c(SCC(=O)N2CCOCC2)nc2sc3c(c2c1=O)CCCC3	0.5	31	1.4	-18	-7	1.9	-16	-8	-4
29	COCCNc1c2c(nc3c(-c4ccccc4)c(C)nn13)CCCC2	-0.3	-2	-0.3	-5	6	-0.7	4	3	4
30	Cc1ccc(S(=O)(=O)N2CCOCC2)cc1C(=O)Nc1ccc2c(c1)CCC2	-0.8	31	-1.0	-9	-11	0.2	-21	-29	-1
31	CCOC(=O)c1c(CSc2ccsc2)n(C)c2cc(Br)c(O)c(CN(C)C)c12	-0.1	0	-2.0	20	-86	1.8	-83	-1	.
32	CCn1c(COc2ccc(=O)n(-c3ccccc3)n2)nnc1SCc1ccccc1	-0.3	-2	-0.7	-6	8	-0.3	9	-9	0
33	COc1ccc(C)cc1NC(=O)CCS(=O)(=O)c1ccc2c(c1)CCN2C(C)=O	0.8	-4	1.0	0	0	-1.1	-11	-26	-1
34	Cc1ccc(-c2nn(Cc3ccccc3)cc2/C=C/C(=O)O)cc1	-0.5	15	0.6	-10	-6	-2.5	-8	23	2
35	Cc1cc2c(ccc3c2no[n+]3[O-])nn1	0.6	28	-0.5	-10	-9	0.0	9	-7	-1
36	O=C(Cn1cnc2ccccc2c1=O)N1CCc2ccccc2C1	0.1	15	0.9	14	9	0.9	17	-11	-1
37	COc1ccc(C)cc1S(=O)(=O)N(C)CC(=O)N1CCC(C)CC1	0.3	17	-1.4	-10	-1	-3.3	10	5	-3
38	Cc1cc(Nc2ccccc2)nc(N)n1	0.9	29	3.1	0	-9	-0.7	-18	57	5
39	C=CCn1c(SCC(=O)Nc2ccccc2C)nnc1-c1ccncc1	-0.5	-18	0.7	3	4	1.3	-9	0&3	3
40	CC1CC(CC(C)C(=O)Nc2nncs2)C(=O)O1 (stereo not given)	0.0	-8	-0.7	-14	-7	2.6	12	15	0
41	CC1CCN(C(=O)Cn2cc(SCC(=O)NCC3CCCO3)c3ccccc32)CC1 (stereo not given)	0.1	3	0.1	5	-2	-1.0	0	0	6
42	O=C1c2ccccc2-c2n[nH]c(=O)c3ccc(N4CCCCC4)c1c23	-0.2	79*	-2.9	1	6	-2.7	-2	-2	-3
43	COc1ccc(-n2c3c(cc(C(=O)NCc4ccco4)c2=O)C(=O)CC(C)(C)C3)cc1	0.0	-20	0.8	-5	2	1.2	4	18	8
44	O=C(N/N=C/c1ccccc1)c1[nH]ncc1Br	0.8	9	0.5	-9	4	0.1	8	-9	4
45	Cc1ccc(Nc2nc(C(=O)N3CCC(C(=O)NCCN4CCOCC4)CC3)cs2)cc1	0.5	6	0.2	-11	5	-0.4	27	1	-3
46	Cc1c(C(=O)Nc2ccccc2[N+](=O)[O-])csc1-c1ccccc1	0.4	30	-0.5	-8	3	0.6	-24	11	3
47	COc1cc(NC(=O)c2ccc(Br)o2)c(C(=O)O)cc1OC	0.0	-15	-1.7	-22	-8	-1.2	-34	-10	11
48	COC(=O)c1ccc(COc2cc([N+](=O)[O-])cc3cccnc23)cc1	0.7	6	1.4	-1	-8	2.1	-7	-2	.
49	Cc1ccc(C)c(Nc2ncnc(N)c2[N+](=O)[O-])c1	1.1	2	-0.7	-31	13	1.2	15	25	-2
50	CCCCCOc1ccc(NC(=O)C(=O)NCCCn2ccnc2)cc1	0.4	46	0.3	-5	-4	3.9	1	11	7

Pulled one by one from the list above:
item	mol	TRPML3 ag	CHOP inh	zfTRPN1 agonist	S1P4 antagonist	NPY2 pot ag	S1P4 ag	NPY1 pot ag	EP2 mod	NPY-Y1 antag
4	COC(=O)c1scc(C)c1NC(=O)C1CCCCC1	0.4	-8	-1.1	-8	6	-1.0	-6	-10	-1
3	Cc1cccc(NC(=O)CCC(=O)N/N=C/c2ccco2)c1	0.4	-9	-0.2	-14	2	0.0	-7	-6	3

Remaining list, next part
item	mol	TRPML3 ag	CHOP inh	zfTRPN1 agonist	S1P4 antagonist	NPY2 pot ag	S1P4 ag	NPY1 pot ag	EP2 mod	NPY-Y1 antag
51	COc1ccc(/C=C(/NC(=O)c2ccccc2)c2nc3ccccc3[nH]2)cc1OC	-0.4	-7	0.3	10	-7	-3.1	7	7	-4
52	S=C(NCCc1ccccc1)Nc1ccccc1Cl	0.3	12	0.6	-7	0	0.8	6	-101	-3
53	COc1cccc(-c2nc(SCC(=O)Nc3nc(-c4ccccc4)c(C)s3)[nH]c(=O)c2C#N)c1	1.1	3	-0.1	15	-7	-0.7	-24	57	-2
54	Cc1cc(Nc2nc3ccccc3[nH]c2=O)n(-c2ccccc2)n1	0.5	37	1.7	-18	6	-1.9	8	-22	-2
55	CCOC(=O)c1c(NC(N)=O)sc(C)c1C	0.4	55	-0.9	1	4	-2.7	-20	5	-4
56	O=C(NCc1ccccc1)c1c[nH]c2ccc(S(=O)(=O)Nc3ccc4c(c3)OCCO4)cc2c1=O	0.8	0	0.9	-21	24	2.6	-2	-50	2
57	CCOC(=O)C1CCN(c2cc(=O)n(-c3ccccc3Cl)c(=O)[nH]2)CC1	0.9	-18	0.5	-5	6	0.3	-8	39	-4
58	CC(C)c1ccc(COc2ccc(C(=O)N3CCOCC3)cc2)cc1	1.6	42	3.4	-6	-23	2.4	-15	-9	2
59	COc1ccccc1N(C)S(=O)(=O)c1ccc(C(=O)OCC(=O)NCc2ccco2)cc1	1.0	18	1.9	4	4	0.5	15	0	2
60	COc1ccc(OCC(=O)NNC(=O)C(=O)Nc2ccc(C)cc2)cc1	0.1	24	-0.5	-9	-21	-0.9	-17	-3	4
61	COc1ccc2c(c1)-c1nc(N)sc1CC2	-0.6	26	-1.2	-12	-11	0.5	0	-24	10
62	CC1CC(=O)Nc2ccccc2N1C(=O)Nc1ccccc1 (stereo not given)	0.0	2	-0.2	9	-17	-0.6	11	-26	.
63	Cc1csc2ncc(C(=O)N3c4ccccc4CC3C)c(=O)n12 (stereo not given)	-0.2	35	0.1	-8	1	0.3	4	18	1
64	CCCC(=O)NNc1c2ccccc2nc2ccccc12	0.2	21	0.4	-17	9	1.8	-23	31	1
65	COc1ccc(OCC(=O)NCCCN2CCOCC2)cc1	0.8	-18	1.7	-3	-6	0.5	-14	-1	-6
66	O=C1NC2(CCc3ccccc32)C(=O)N1CCOc1ccc(Cl)cc1 (stereo not given)	-0.4	11	-0.9	13	-10	0.3	24	4	3
67	COc1ccc(C(=O)CSc2nnc(-c3ccc(C)cc3)o2)cc1	0.0	4	-0.1	-16	-15	-1.1	0	-1	9
68	Cc1ccc(C(=O)O)cc1NC(=O)CSc1ncnc2sc3c(c12)CCC3	1.5	4	1.1	6	6	0.8	-4	2	.
69	COc1ccc(NC(=O)N2CCN(c3nc(-c4cccc(OC)c4)cs3)CC2)cc1	0.1	22	0.7	5	10	-0.8	27	-27	0
70	CCOC(=O)C(NC(C)=O)(NC(C)C)C(F)(F)F (stereo not given)	0.6	16	1.5	3	-14	1.3	0	-2	.

Bioassay records (PubChem)

Compounds as they come, and some 6.5% of all compounds hit somewhere here.
